# Assay outcomes deposited in PubChem BioAssay by The Scripps Research Institute Molecular Screening Center.
# M5 ag: CHRM5 agonism in calcium assay. P08912. CHO-K1 hM5 cells, Fluo-8 calcium fluorescence; 0% DMSO wells, 100% maximal acetylcholine response. activation, % at 3 µM. 360,000 tested, 0.19% active. AID 624037;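 active = activation above the run's mean over test compounds plus 3 SD, cut at about 23% in these data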;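 also: signal is peak over basal fluorescence ratio across the kinetic read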
# Target sequence (P08912 whole entry, looked up): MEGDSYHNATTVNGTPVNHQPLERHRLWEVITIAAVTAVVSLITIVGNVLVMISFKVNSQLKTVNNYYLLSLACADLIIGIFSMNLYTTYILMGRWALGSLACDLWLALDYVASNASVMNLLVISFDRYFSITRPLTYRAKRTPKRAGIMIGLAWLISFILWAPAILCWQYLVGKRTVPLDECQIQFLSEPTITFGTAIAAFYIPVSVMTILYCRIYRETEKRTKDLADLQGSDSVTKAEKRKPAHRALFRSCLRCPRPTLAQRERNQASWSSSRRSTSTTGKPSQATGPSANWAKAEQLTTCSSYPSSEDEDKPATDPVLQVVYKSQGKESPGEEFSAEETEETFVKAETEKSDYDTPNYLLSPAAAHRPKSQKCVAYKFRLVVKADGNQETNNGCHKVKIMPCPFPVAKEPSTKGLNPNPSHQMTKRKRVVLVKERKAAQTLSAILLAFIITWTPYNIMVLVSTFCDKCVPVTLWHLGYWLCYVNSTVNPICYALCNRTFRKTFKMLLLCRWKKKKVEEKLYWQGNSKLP
# M5 PAM: positive allosteric modulators of human muscarinic M5 receptor. activation, % at 3 µM. 360,000 tested, 0.3% active. P08912. CHO-K1 hM5, Fluo-8 calcium, ACh EC20 PAM; 0% = ACh EC20, 100% = ACh EC100. AID 624038;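 active = activation above the run cutoff, the mean activation of all test compounds plus 3 SD, cut at about 18% in these data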
#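 Assay system: CHO-K1 hM5 cells. Also added: acetylcholine at EC20 concentration, added after compound. Dosing: 3 µM, single dose. Times: compound preincubation 140 s before EC20 acetylcholine addition. Signal: Fluo-8 calcium fluorescence. Measure: % activation relative to EC20 and EC100 ACh responses. Repeats: singlicate, one well per test compound.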
# M4 ag: CHRM4 agonism in calcium assay. P08173. CHO-K1 hM4/Gqi5, Fluo-8 calcium fluorescence; vehicle 0%, full acetylcholine response 100%. activation, % at 3 µM. 360,000 tested, 0.14% active. AID 624127;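 active = activation above the run mean over all test wells plus 3 SD, cut at about 32% in these data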;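 also: peak over basal fluorescence ratio per well then scaled between controls; 0% = DMSO wells and 100% = acetylcholine at EC100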
# M1 PAM: potentiates human M1 receptor response to acetylcholine | P11229 | CHO-K1 hM1, Fluo-8 calcium fluorescence, ACh EC20; 0% = ACh EC20, 100% = maximal ACh | activation, % at 3 µM | 360,000 tested, 0.088% active; in the data active = activation above about 19%, passing the limit was not always enough
# TAAR1 agonist: human TAAR1 agonism; 360,000 tested, 0.99% active; CHO RD-HGA16 TAAR1, Fluo-8 calcium fluorescence; vehicle wells 0%, saturating PEA agonist 100%; activation, % at 3 µM; Q96RJ0; AID 624467;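 active = activation above the mean activation of all test compounds in the run plus 3 SD, cut at about 38% in these data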
# Target sequence (Q96RJ0 whole entry, looked up): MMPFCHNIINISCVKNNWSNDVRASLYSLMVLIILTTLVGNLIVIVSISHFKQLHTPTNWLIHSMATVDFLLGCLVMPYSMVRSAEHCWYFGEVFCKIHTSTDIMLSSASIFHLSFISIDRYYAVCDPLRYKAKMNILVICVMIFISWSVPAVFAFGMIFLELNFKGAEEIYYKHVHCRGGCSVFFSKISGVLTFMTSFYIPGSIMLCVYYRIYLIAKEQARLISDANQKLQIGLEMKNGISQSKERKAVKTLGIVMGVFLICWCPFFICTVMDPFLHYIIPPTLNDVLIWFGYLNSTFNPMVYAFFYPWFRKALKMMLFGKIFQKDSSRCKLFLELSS
#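 Signal – calcium-sensitive Fluo-8 signal, excitation 470-495, emission 515-575 nm · System – RD-HGA16 (CHO) cells co-expressing Gα16 and hTAAR1 · Incubation – 17-24 h seeding, 75 min 37 °C dye, 30 min RT · Compound dosing – 3 µM single concentration · Repeats – no replicates (n 1)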
# M5 antag: CHRM5 antagonism in calcium assay; P08912; CHO-hM5 cells, Fluo-8 calcium fluorescence, ACh EC80; inhibition, % at 3 µM; 360,000 tested, 0.59% active; AID 624040;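 active = inhibition above a per-plate cutoff, the mean of that plate's test compounds plus 3 SD, cut at about 27% in these data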;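 also: 0% = acetylcholine EC80 with DMSO and 100% = DMSO without agonist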
# CHRM1 antagonist: human CHRM1 antagonism. P11229. CHO-K1 hM1, Fluo-8 calcium fluorescence, ACh EC80 antagonist. inhibition, % at 3 µM. 360,000 tested, 1.3% active. AID 588852;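 active = percent inhibition above its own plate's cutoff, namely the mean of that plate's compound wells plus 3 SD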;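 also: peak over basal fluorescence ratio during 140 s after agonist addition; 0% = ACh EC80 plus DMSO and 100% = DMSO alone without agonist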
# M1 ag: activates human CHRM1 receptor | activation, % at 3 µM | CHO-K1 hM1, Fluo-8 calcium fluorescence, agonist mode; 0% DMSO, 100% acetylcholine EC100 | AID 588814 | P11229 | 360,000 tested, 0.33% active;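 active = activation above the run's mean compound activation plus 3 SD, cut at about 16% in these data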;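 also: peak over basal fluorescence ratio within a 140 s kinetic read after compound addition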
# M4 antag: blocks acetylcholine activation of human M4 receptor; inhibition, % at 3 µM; CHO-hM4 cells, ACh EC80, Fluo-8 calcium fluorescence; AID 624125; 360,000 tested, 0.73% active;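 active = inhibition above its plate's cutoff, the mean inhibition of sample wells plus 3 SD, cut at about 27% in these data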;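 also: 0% = acetylcholine EC80 with DMSO and 100% = DMSO without agonist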
# Active calls of the source: *; . = not tested or not shown. The list is partial; the hit share may differ from the screen's.
# The first 6 compounds, to show the layout:
SMILES,M5 ag,M5 PAM,M4 ag,M1 PAM,TAAR1 agonist,M5 antag,CHRM1 antagonist,M1 ag,M4 antag
CCC(=O)N1N=C(c2ccccc2)CC1c1ccc([N+](=O)[O-])cc1 (centres undefined),-1,-4,-1,2,-1,-5,-7,-8,2
O=C(CCc1n[nH]c(=O)[nH]c1=O)Nc1cccc([N+](=O)[O-])c1,-2,-3,1,9,9,13,-7,-2,6
CCc1ccccc1N1C(=O)C2CC(C)=C(C)CC2C1=O (centres undefined),-3,1,0,6,9,-3,-10,-3,-3
CCOC(=O)c1cc2c(c(-c3ccccc3)n1)[C@@H](CCO)N(S(=O)(=O)C(C)(C)C)C2,2,-1,1,-5,2,-1,-2,-1,-21
CCOC(=O)c1cnc(SC)nc1Oc1cccc(NC(=O)c2ccc(C)cc2)c1,-2,-1,1,-3,-1,2,-6,-2,-2
CCN(C(=O)CSc1ncn[nH]1)C1CCCCC1,-5,1,0,13,9,0,-10,-4,-1

# This part in full, from the first entry:
SMILES,M5 ag,M5 PAM,M4 ag,M1 PAM,TAAR1 agonist,M5 antag,CHRM1 antagonist,M1 ag,M4 antag
CCC(=O)N1N=C(c2ccccc2)CC1c1ccc([N+](=O)[O-])cc1 (centres undefined),-1,-4,-1,2,-1,-5,-7,-8,2
O=C(CCc1n[nH]c(=O)[nH]c1=O)Nc1cccc([N+](=O)[O-])c1,-2,-3,1,9,9,13,-7,-2,6
CCc1ccccc1N1C(=O)C2CC(C)=C(C)CC2C1=O (centres undefined),-3,1,0,6,9,-3,-10,-3,-3
CCOC(=O)c1cc2c(c(-c3ccccc3)n1)[C@@H](CCO)N(S(=O)(=O)C(C)(C)C)C2,2,-1,1,-5,2,-1,-2,-1,-21
CCOC(=O)c1cnc(SC)nc1Oc1cccc(NC(=O)c2ccc(C)cc2)c1,-2,-1,1,-3,-1,2,-6,-2,-2
CCN(C(=O)CSc1ncn[nH]1)C1CCCCC1,-5,1,0,13,9,0,-10,-4,-1
CCCc1c(CC)c(=N)c2ccccc2n1C,-2,2,2,-1,.,-5,-1,-13,6
CCOC(=O)CSc1nnc(Cc2ccc(OC)cc2)n1-c1ccccc1,-2,2,1,11,15,4,-17,-3,-6
O=C1OCCN1C(=O)[C@H]1[C@H](c2ccc(F)cc2)C(c2ccccc2)=NN1c1ccccc1,-2,-8,1,2,0,2,-5,-3,-13
Cc1nnc(Nc2ccc(F)cc2)c2ccccc12,-3,1,-1,4,1,0,0,-7,6
COc1ccc(Cl)cc1C(=O)NNC(=O)C1COc2ccccc2O1 (centres undefined),1,-17,8,8,5,16,-9,0,4
COc1ccc(-c2ccc(SCC(=O)N3CC(=O)Nc4ccccc43)nn2)cc1,-3,0,0,-5,5,1,0,-5,-3
CCOC(=O)c1c(C)[nH]c(C)c1S(=O)(=O)N(C)CC(=O)Nc1cc(C)ccc1OC,-2,-1,3,7,3,9,-1,-2,-2
Cc1ccc(CNC(=O)CCC(=O)Nc2nnc(C(C)C)s2)cc1,-2,1,0,2,0,6,-8,-1,-3
Clc1ccc(-c2csc(N3CCc4ccccc4C3)n2)cc1,-2,8,0,3,8,-9,-3,-2,0

# The last three records of the part above come first, to join the parts:
SMILES,M5 ag,M5 PAM,M4 ag,M1 PAM,TAAR1 agonist,M5 antag,CHRM1 antagonist,M1 ag,M4 antag
CCOC(=O)c1c(C)[nH]c(C)c1S(=O)(=O)N(C)CC(=O)Nc1cc(C)ccc1OC,-2,-1,3,7,3,9,-1,-2,-2
Cc1ccc(CNC(=O)CCC(=O)Nc2nnc(C(C)C)s2)cc1,-2,1,0,2,0,6,-8,-1,-3
Clc1ccc(-c2csc(N3CCc4ccccc4C3)n2)cc1,-2,8,0,3,8,-9,-3,-2,0
COc1ncccc1C(=O)N1CCCC(N2CCN(c3cccc(Cl)c3)CC2)C1 (centres undefined),-1,0,14,11,4,11,4,4,2
N#Cc1nc(-c2ccc(Cl)cc2)oc1NCc1ccco1,-11,-11,2,-3,1,11,7,-6,3
COc1ccc(NC(=O)Nc2ccc(Cc3ccncc3)cc2)c(OC)c1,-5,-5,3,-4,2,11,12,-6,5
CC(C)c1ccc(C(=O)NCCCc2ccccc2)cc1,-3,0,-3,1,5,-5,0,-4,-1
CCCCNC(=S)N(C)/N=C/c1ccc(OCC(=O)Nc2ccc(OC)cc2)c(OC)c1,1,-15,12,-19,16,15,34*,-1,16
CS(=O)(=O)N1CCC(Oc2ccccc2C(=O)NC2CCCCCC2)CC1,-2,3,1,6,0,1,-10,-2,-13
Nc1nnn(CC(=O)N/N=C/C=C/c2ccccc2)n1,3,6,0,17,4,8,-5,3,6
Cc1ccc(NC(=O)COC(=O)C2CSC3(C)CCC(=O)N23)c(C)c1 (centres undefined),5,8,1,12,8,3,-10,-2,1
COc1cccc(N/C(SC)=C(/C#N)C(=O)NCc2cccs2)c1,-18,-11,1,-20,2,13,21,-6,-7
O=C(Cn1nc(-c2ccccc2)c2ccccc2c1=O)NCCO,-2,-2,2,5,-1,8,-3,-5,7
CCc1ccc(NC(=O)CCS(=O)(=O)c2ccc(Br)cc2)cc1,-5,7,3,-6,5,-6,6,0,-10
C=CCOc1ccccc1/C=N/n1nnnc1N,-3,4,0,1,4,0,-1,1,3
Cc1cccc(COCC(Cc2ccccc2)N2CCN(C(=O)c3cccc(Cl)c3)CCC2=O)c1 (centres undefined),-5,-6,8,2,7,16,16,0,-2
CC(=O)c1cc(C)ccc1OC(=O)c1cccc2nc(C)oc12,-4,2,3,9,6,-5,-22,-3,-10
CCOc1ccc(C(=O)N[C@H](C(=O)NNC(=O)c2cccs2)C(C)C)cc1,-1,2,0,4,3,22,-9,-2,-5
COc1ccc(S(=O)(=O)N2CCCCCC2)cc1NC(=O)c1ccccc1S(C)(=O)=O,3,5,1,1,1,8,4,-4,13
Cc1ccc(-n2c(SCC(=O)N3CCOCC3)nnc2-c2ccncc2)cc1C,-4,1,0,17,1,6,-32,-4,-13
COc1cccc(Nc2nc(-c3cccnc3)cs2)c1,-7,-2,5,3,-1,3,-9,-8,-2
O=C(NCCCN1CCCC1=O)Nc1cc(Cl)ccc1Cl,-4,5,1,7,3,1,-9,-1,2
CCOC(=O)c1csc(NC(C)=O)n1,0,1,2,-3,4,10,20,-1,8
O=C(CCn1nnc2ccccc21)OCC(=O)c1ccc([N+](=O)[O-])cc1,-3,3,2,11,0,3,-14,-4,-3
Cc1[nH]c2ccccc2c1/C=N/NC(=O)CNC(=O)c1ccc2c(c1)OCCO2,0,-6,3,17,3,8,-5,3,0
O=C(NOC(=O)c1ccccc1Cl)c1cccs1,0,-1,1,1,12,5,8,-3,7
C[C@H]1COc2cccc(N3CCC[C@@H]3CO)c2S(=O)(=O)N1,-1,-3,2,.,2,9,.,.,-12
O=C(O)CC1S/C(=N\N=C2CCCCCCC2)N(c2ccccc2)C1=O (centres undefined),-1,6,0,-6,1,-22,12,-6,6
CCc1cc(C(=O)Nc2cc(S(=O)(=O)N(CC)CC)ccc2N2CCN(C)CC2)sc1C,2,-6,1,2,0,12,-3,-7,6
CC(=O)c1cnn(-c2nc3c(C)cccc3s2)c1C,1,6,0,11,4,-3,-6,-3,6
CN(C)/C=N/c1ncc(C(=O)c2ccc3ccccc3c2)s1,1,1,7,11,8,2,-10,-3,-1
Cc1ccc(-n2c(C)cc(C=C3C(=O)CC(C)(C)CC3=O)c2C)cc1,-1,1,1,8,0,7,-5,-7,14
COc1ccc(S(=O)(=O)N2CCCC(C(=O)NC3CCCCC3)C2)cc1 (centres undefined),-4,7,0,-2,2,-1,4,-2,4
CN=c1scc(-c2c[nH]c3ccccc23)n1C,0,4,6,8,11,3,0,-8,4
CCOC(=O)c1c(C)[nH]c(C)c1S(=O)(=O)NC(C)Cc1ccco1 (centres undefined),-4,1,2,2,4,-5,0,-3,2
COc1ccc([N+](=O)[O-])cc1NS(=O)(=O)c1cccc(C(=O)O)c1,2,4,1,5,0,0,-4,0,-2
O=C(CSc1cn[nH]n1)Nc1ccccc1F,-1,7,1,8,0,-14,-8,-4,-1
Cc1ccc(-n2nnc3c(SCC(=O)NCc4ccco4)ncnc32)cc1,-1,-7,7,-1,3,0,1,-2,-1
Cc1cccc(OCC(O)Cn2c(N3CCCCC3)nc3c2c(=O)[nH]c(=O)n3C)c1 (centres undefined),-6,6,3,4,3,0,-8,-2,-16
CC12CCC(C(=O)NCCCn3ccnc3)(OC1=O)C2(C)C (centres undefined),0,0,1,2,13,5,-9,-5,1
O=S(=O)(CCN1CCN(c2ccccn2)CC1)c1ccc(F)cc1,4,3,2,8,3,0,-9,-4,-15
O=C(N/N=C/c1cccc([N+](=O)[O-])c1)c1ccccc1-n1cccc1,0,-4,5,5,7,-13,0,-9,-1
CCN(CC)CC(=O)Nc1ccc(-c2ccc(NC(=O)CN(CC)CC)c(OC)c2)cc1OC,1,13,0,6,3,0,-5,-9,-6
CC(C)CN1C(=O)NC(NC(=O)c2ccco2)(C(F)(F)F)C1=O (centres undefined),-1,-6,0,15,0,1,-6,-3,2
CNC(=O)NNC(=O)c1nc(-c2ccccc2)c(C)o1,3,7,2,18,1,-3,-11,0,-1
O=C(NCc1cccnc1)c1ccc2c(c1)N(Cc1ccccc1)CCS2,-2,-2,10,-11,0,7,-14,-6,-4
O=C1CC(C(=O)Nc2ccc(F)cc2)S/C(=N\N=C\c2ccco2)N1 (centres undefined),-2,-1,1,8,3,1,-7,-9,6
CC(=O)Nc1ccc(NC(=O)C(C)OC(=O)CSCc2cccc(Cl)c2)cc1 (centres undefined),6,-1,5,6,2,-1,-3,2,-7
CCSc1nnc(CCNS(=O)(=O)c2ccc(C(C)=O)cc2)n1C,-3,9,2,16,5,2,-20,-8,-11
COC(=O)CC1C(=O)NCCN1C(=O)c1cc([N+](=O)[O-])ccc1Cl (centres undefined),-1,-3,1,10,5,7,-18,-3,-14
COc1ccc(C(C(=O)NC(C)(C)C)n2c(=O)c(-c3cc4ccccc4[nH]3)nc3ccccc32)cc1 (centres undefined),2,-7,2,.,0,14,.,.,-4
CC(C)NC(=S)NN=C1CCCCCCCCCCC1,0,-4,-1,1,1,10,5,-6,-1
CCOC(=O)C1CCN(c2ncnc3c2c(-c2ccccc2)cn3-c2ccccc2)CC1,0,1,2,0,-1,1,8,-4,-11
O=C(Nc1ccc(NC(=O)c2ccco2)nc1)c1ccccn1,-3,-6,3,-3,8,1,-4,-1,-15
COCC(C)NC(=O)C(C)Oc1ccccc1 (centres undefined),-1,2,0,1,2,-5,3,-4,-5
CCC(C)[C@H](NC(=O)N1CC(=O)Nc2ccccc21)C(=O)N[C@H](Cc1c[nH]c2ccccc12)C(=O)O (some centres undefined),3,-3,6,13,0,6,-18,-1,-8
CS(=O)(=O)N(CC(=O)Nc1ccc(F)cc1F)C1CCCCC1,4,0,0,9,5,0,-15,-2,-4
CCCCCNC(=O)Cc1ccc(S(=O)(=O)N2CCOCC2)s1,-1,4,0,9,0,1,-13,-4,-1
CC(=O)Nc1cccc(CCc2nc3ccccc3[nH]2)c1,2,-2,4,9,3,10,-13,-3,-3
